Screens deposited in PubChem BioAssay by National Center for Advancing Translational Sciences (NCATS).
IDH1 R132H inh – blocks human mutant IDH1 R132H enzyme | O75874 | Potency, µM (doses to about 76.6 µM), without a hit: at the highest dose activity change, negative = inhibition, most hits filed as inhibitors | IDH1-R132H enzyme, NADPH consumption, diaphorase/resazurin fluorescence | 390,000 tested, 0.093% active; further: potency means the concentration at half of the fitted maximal effect; on the % scale 0 is the no-effect control and ±100 the full control effect; nearly all actives have a fitted effect of over 65% in size
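IDH1-R132H (0.5 ug/mL) preincubated 30 min with compound, then NADPH (0.016 mM) and alpha-KG (2 mM) added; 80 min at RT, pH 7.5. Remaining NADPH coupled via diaphorase/resazurin to fluorescence (540/590 nm); concentration-response curves normalized to no-enzyme control.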
Vif-A3G inh – inhibitors of Vif-APOBEC3G interaction. Q9HC16. HeLa A3G-eYFP + Vif (tagged APOBEC3G with the HIV-1 protein that degrades it), YFP fluorescence, overnight. Potency, µM (titrated, usually from 46.1 µM), inactives show at the top dose activity, negative = active, hits mostly inhibitors. 410,000 tested, 0.076% active;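 further: potency means the concentration at half of the fitted maximal effect; on the % scale 0 is the no-effect control and ±100 the full control effect; nearly all actives have a fitted effect of over 60% in size; hits raise eYFP signal because A3G escapes Vif-driven loss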
Target sequence (Q9HC16 whole entry, looked up): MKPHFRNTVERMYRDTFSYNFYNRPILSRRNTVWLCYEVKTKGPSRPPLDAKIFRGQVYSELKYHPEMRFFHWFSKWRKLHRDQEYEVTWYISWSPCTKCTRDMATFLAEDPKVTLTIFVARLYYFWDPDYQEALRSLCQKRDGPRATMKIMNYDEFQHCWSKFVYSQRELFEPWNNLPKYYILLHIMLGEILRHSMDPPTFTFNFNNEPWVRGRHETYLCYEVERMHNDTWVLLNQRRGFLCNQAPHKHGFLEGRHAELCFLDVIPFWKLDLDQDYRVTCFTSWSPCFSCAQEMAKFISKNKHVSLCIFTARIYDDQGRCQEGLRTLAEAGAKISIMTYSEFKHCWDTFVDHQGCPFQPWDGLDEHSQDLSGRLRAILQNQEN
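HeLa cells stably expressing Vif and C-terminally eYFP-tagged A3G, seeded overnight at 37 deg C, then exposed to compound by pintool overnight at 37 deg C. Rise in yellow fluorescence (Ex 488/Em 500-530, Acumen) marks blocked Vif-driven A3G degradation.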
LDHA block – LDHA (human) enzyme inhibition | P00338 | purified LDHA, NADH/diaphorase-resazurin fluorescence; active compounds read low | activity change, % (values are at about 110 or 230 µM) | 480,000 tested, 0.15% active; in the data active means activity change below about -30%; inconclusive means mostly about -25% to -30%;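 further: plate controls were DMSO wells for no effect and wells without enzyme for full effect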
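LDH5 2 nM; NADH 0.06 mM, pyruvate 0.2 mM; 200 mM Tris pH 7.4, EDTA, Tween-20; 5 min RT. Detection: diaphorase 0.133 mg/mL + resazurin 37 µM, fluorescence ex540/em590 at 0 and 20 min; normalized to enzyme-free and DMSO wells.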
TrxR1 substrate – rat thioredoxin reductase 1 substrate activity | purified TrxR1 substrate turnover, NADPH consumption readout | Potency, µM (top dose mostly 114 µM), without a hit: at the highest dose activity change, negative = substrate turnover | AID 588456 | 390,000 tested, 0.01% active; further: potency means the concentration at half of the fitted maximal effect; on the % scale 0 is the no-effect control and ±100 the full control effect; nearly all actives have a fitted effect of over 50% in size
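Rat TrxR1, dispensed at 90 nM, was prereduced with 400 uM NADPH (final) for 5 min at ~22 deg C, then incubated with compound 15 min before 400 uM selenite. A first-read NADPH fluorescence drop versus no-compound background flagged substrates.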
Glioma ERSR ind – inducers of ER stress response in human glioma cells; 420,000 tested, 0.02% active; AID 602332; Potency, µM, for the others: at the top dose activation, usual class: activators; U87-MG GRP78 promoter luciferase reporter, 16 h; further: potency means the concentration at half of the fitted maximal effect; series mostly up to about 76 µM; % of control where 0% means no effect; nearly all actives have a fitted effect of over 35% in size
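ERSR induction read as luciferase luminescence (Bright-Glo, 10 min at room temperature) in stably transfected human U87-MG glioma cells exposed to compounds for 16 h, using GRP78 as sensor.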
Vif-A3F inh – Vif-A3F binding inhibition; Potency, µM (top dose mostly 46.1 µM), for the others: top-dose activity, negative = active; HeLa A3F-eYFP + Vif (tagged APOBEC3F with the HIV-1 protein that degrades it), YFP fluorescence increase; AID 602313; 390,000 tested, 0.2% active; further: potency means the concentration at half of the fitted maximal effect; % of control where 0% means no effect; nearly all actives have a fitted effect of over 65% in size
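HeLa cells stably expressing A3F-eYFP plus Vif, plated and incubated overnight at 37 deg C, then exposed to compounds overnight at 37 deg C. Blocked degradation read as raised yellow fluorescence (Ex 488/Em 500-530).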
RXFP1 ag – RXFP1 (human) receptor agonism; Q9HBX9; HEK293T-RXFP1 cAMP TR-FRET, 30 min; response scale: percent of porcine relaxin response, buffer zero; Potency, µM (titrated, usually from 57.5 µM), without a hit: at the highest dose activation, hits mostly activators; 370,000 tested, 0.3% active; AID 2676; further: potency means the concentration at half of the fitted maximal effect; on the % scale 0 is the no-effect control and ±100 the full control effect; nearly all actives have a fitted effect of over 60% in size; many of its hits are not listed in these tables
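HEK293 cells stably expressing RXFP1, treated 30 min at 37C with compounds plus PDE4 inhibitor Ro 20174; cAMP measured by HTRF TR-FRET. Normalized to buffer and 29 nM porcine relaxin; EC50 by Hill fit.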
PI4K2A inh – PI4K2A (human) kinase inhibition; Q9BTU6; purified PI4K2A, ADP-Glo luminescence, 1 h; active compounds read low; activity change, negative = inhibition, % at 76.9 µM; 420,000 tested, 0.13% active; AID 1346378; in the data active means activity change below about -50%; inconclusive means mostly about -30% to -49%;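 further: -100% = wells without enzyme as full effect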
Target sequence (Q9BTU6 whole entry, looked up): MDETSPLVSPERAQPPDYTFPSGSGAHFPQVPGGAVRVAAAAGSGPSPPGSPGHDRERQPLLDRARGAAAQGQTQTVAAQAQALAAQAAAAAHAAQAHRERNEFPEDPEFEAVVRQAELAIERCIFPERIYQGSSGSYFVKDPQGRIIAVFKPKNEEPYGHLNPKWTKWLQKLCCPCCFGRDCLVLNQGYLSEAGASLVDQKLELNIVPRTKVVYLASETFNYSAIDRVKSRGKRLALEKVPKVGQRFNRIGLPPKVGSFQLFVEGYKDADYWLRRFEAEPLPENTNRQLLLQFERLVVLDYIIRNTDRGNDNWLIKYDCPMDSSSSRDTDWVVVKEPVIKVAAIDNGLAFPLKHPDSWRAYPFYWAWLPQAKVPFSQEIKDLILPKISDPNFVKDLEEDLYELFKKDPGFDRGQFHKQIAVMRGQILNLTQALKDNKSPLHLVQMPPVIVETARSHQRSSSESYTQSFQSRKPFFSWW
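In this quantitative HTS, ADP production by PI4K2A was quantified luminescently after 1 h at ambient temperature; 100 microM adenosine served as plate-quality control.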
USP1 inh – blocks the human USP1/UAF1 deubiquitinase complex; O94782; recombinant USP1/UAF1, Ub-Rhodamine cleavage fluorescence; Potency, µM (highest dose often 57.1 µM), for inactives: at the highest dose activity change, negative = inhibition, actives largely listed as inhibitors; 390,000 tested, 0.23% active; AID 743255; further: potency means the concentration at half of the fitted maximal effect; on the % scale 0 is the no-effect control and ±100 the full control effect; nearly all actives have a fitted effect of over 60% in size; inactives centre near -12
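Step one: compound is pinned into 1nM USP1/UAF1 in HEPES pH 7.8 buffer with TCEP. Step two: 15 min room-temperature incubation. Step three: Ub-Rho (150nM final) starts cleavage, tracked by fluorescence over six one-minute reads.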
* = called active by the depositor; ? = inconclusive; . = no result given; & = joins results of further samples; [ ] = another dose, or the depositor's remark. Unless noted, the call rests on the fitted dose curve; in most records, active means well fitted curve in the direction sought with a large enough effect; inconclusive means small, poorly fitted or top-dose-only effect, or another doubt; inactive means no such curve, though single readings can be large; an effect the other way counts as inactive or inconclusive. An excerpt. The share of hits here may be higher or lower than overall.

SMILES,IDH1 R132H inh,Vif-A3G inh,LDHA block,TrxR1 substrate,Glioma ERSR ind,Vif-A3F inh,RXFP1 ag,PI4K2A inh,USP1 inh
CC(Cc1ccccc1)=NNc1ccc([N+](=O)[O-])cc1[N+](=O)[O-],0.5%,-2.6%,-5.1,2.5%,-4.4%,-5.8%,.,-3.3,2.8%
CN(Cc1ccccc1)S(=O)(=O)c1ccc(Cl)nc1,4.1%,-0.3%,-6.5,-3.7%,-2.8%,-3.2%,1.5%,7.0,-19.5%
CCN(C(=O)Cc1c(C(=O)O)n(C)c2ccccc12)c1cc(OC)ccc1OC,2.1%,2.4%,2.6,2.3%[57.1 µM],-2.5%,1.4%,3.3%,4.2,-1.3%
COc1ccc(NC(C)=O)cc1NC(=O)c1cccc(C(F)(F)F)c1,1.4%,-1.1%,-6.8,-0.4%[57.1 µM],1.9%,2.6%,3.0%,-4.9,1.1%
O=C(/C=C/c1ccc(Cl)cc1)N(Cc1ccccc1)c1ccccn1,-1.8%,1.2%,-6.0,-4.4%,-8.9%,-2.1%,2.7%,0.0,-10.2%
Cc1cccc(COc2ccc(S(=O)(=O)N3CCOCC3)cc2[N+](=O)[O-])c1,5.3%,-1.0%,-5.6,-17.2%,-5.0%,-0.5%,-0.8%,-4.9,-10.8%
COc1cccc(/C=N/Nc2cc(Cl)nc(C)n2)c1O,0.5%,-1.9%,4.9,-6.4%,1.0%,?,-1.8%,2.5,1.4%
CCSC1=NCCN1S(=O)(=O)c1ccccc1,-5.6%,1.5%,-1.4,5.1%,-5.5%,-8.0%,-3.0%,2.3,-7.7%
CCCN(Cc1ccccc1)C(=S)Nc1cccc(C)c1C,4.1%,-4.9%,-11.1,10.2%[57.1 µM],-6.2%,4.5%,1.0%,2.7,-14.3%
O=C(c1cnn2c1NC(=C1CC1)C=C2C(F)F)N1CCc2ccccc21,.,?,3.7,3.6%,-1.0%,.,.,.,.
CCN1C(C)=CC(=O)[C@@H](O)[C@H]1c1ccccc1Br,1.5%,5.1%,-0.7,-9.3%,-2.0%,5.1%,.,7.1,-24.2%
O=C1c2ccccc2[C@@H]2CC(O)C(O)CCN12 (stereo partly drawn),0.0%[38.3 µM],-2.3%,-0.4,3.6%,-4.8%,-3.7%,.,6.2,-27.5%
CCOC(=O)c1cc(-c2cccnc2)nn1-c1ccccc1,-3.9%,-6.4%,0.9,-6.9%,-1.3%,-5.2%,-0.1%,-4.5,-26.9%
O=C1CN(C(=O)COc2ccc(Cl)cc2Cl)C(c2ccccc2)c2cc(F)ccc2N1 (stereo not drawn),11.3%,-8.4%,0.5,-4.0%[2.29 µM],-5.9%,2.1%,1.1%,-0.9,-18.7%
Ic1ccc(N2CCN(Cc3c[nH]c4ncccc34)CC2)cc1,8.7%,-9.4%,-6.3&-4.8,-2.3%[57.1 µM],-3.2%&-6.1%&-4.2%,-4.8%,-1.0%,-18.6&-8.7,11.3%
O=C(c1ccc(S(=O)(=O)c2ccccc2)cc1)N1CCc2ccccc2C1,1.2%,-0.5%,-0.3,-4.9%,-4.0%,-12.6%,1.5%,0.3,-7.7%
CC(=O)Nc1cccc(C(=O)/C=C/c2ccc(N(C)C)cc2)c1,6.6%,?,0.9,-12.7%,3.1%,?,7.0%,-1.1,5.62µM*
Cc1cccc(NC(=O)C2CCN(S(=O)(=O)c3cccc4nsnc34)CC2)n1,5.4%,6.3%,-5.0,-3.2%,-4.7%,8.4%,-0.7%,-3.4,-22.0%
Cc1ccc(C(=O)NCC(=O)Nc2ccccc2C(F)(F)F)cc1,6.2%,-2.2%,0.4,-9.2%,-1.8%,0.1%,0.3%,5.6,-19.0%
COc1ccc(N2CCN(C(CNS(=O)(=O)c3ccc(C)cc3)c3ccccc3)CC2)cc1 (stereo not drawn),3.0%,0.3%,2.8,-1.6%[57.1 µM],0.3%,1.9%,.,2.9,-20.7%
COC(=O)COc1ccc2oc(=O)cc(C)c2c1,3.8%,-2.0%,0.9,11.0%[57.1 µM],-4.3%,-12.2%,4.8%,1.0,-8.9%
CN(C)NC1CCS(=O)(=O)C1 (stereo not drawn),-1.5%,0.0%,2.5,-3.5%,1.3%,2.6%,-1.8%,-0.6,-29.9%
CCOC(=O)C1CCCN(C(=O)c2sc(-c3ccccc3)nc2C)CC1 (stereo not drawn),.,-2.0%,-6.0,.,-3.4%,.,.,6.5,.
C=CCNC(=O)CSc1nnc(-c2ccccn2)n1Cc1ccccc1,-10.3%,-0.6%,-4.4,-3.7%,-3.3%,-0.2%,2.1%,-1.8,3.5%
Cc1cc(Cl)ccc1N(CC(=O)NCc1ccc2c(c1)OCO2)S(C)(=O)=O,-4.2%,0.9%,-8.3,-7.4%,0.1%,15.0%,-0.5%,0.4,-18.8%
Cc1ccccc1NS(=O)(=O)c1ccc2[nH]c(=O)[nH]c2c1,1.6%,-1.8%,4.8,7.3%,-2.4%,-4.1%,-0.5%,-10.9,-3.2%
CNC(=O)c1sc(-c2ccccn2)nc1C,-0.1%,0.4%,-7.8,10.3%[57.1 µM],-2.8%,-0.8%,0.1%,-0.4,-20.3%
CCOc1ccc2oc(=O)cc(CN3CCN(C(=O)c4ccc(Cl)cc4)CC3)c2c1,17.9%,-1.1%,-1.8,-2.7%,-0.5%,0.3%,3.3%,-1.4,-10.8%
CCNc1ccc(C(=O)OCC(=O)NC(C)c2ccccc2)cc1[N+](=O)[O-] (stereo not drawn),0.1%,-6.2%,-7.2,-6.5%,-6.2%,-9.4%,1.9%,0.4,-15.6%
CC(=C1C(=O)c2ccccc2C1=O)N1CCN(c2ccc(F)cc2)CC1,-0.6%,-0.5%,3.2,2.1%,-0.4%,11.9%,3.8%,0.2,-0.7%
COc1ccc(CNC(=O)CSc2n[nH]c(-c3ccc(F)cc3)n2)cc1,8.0%,0.9%,1.5,-8.1%[57.1 µM],-0.4%,11.7%,1.0%,3.8,-3.7%
O=C(N[C@@H](Cc1ccccc1)C(=O)Nc1ccc(F)cc1)C1CCNCC1,1.4%,4.6%,1.4,1.5%,-2.9%,-2.6%,0.2%,-5.0,-19.8%
COC(=O)N1C2CCCCC2=NN(c2ccccc2)N1C(=O)OC (stereo not drawn),.,0.1%,3.6,.,-1.9%,.,.,1.2,.
COc1ccc(OCCOc2ccc(N(C)S(=O)(=O)c3ccccc3)cc2)cc1,-9.8%,2.7%,-9.0,-4.3%,-1.7%,-2.8%,-2.4%,-2.7,-3.8%
CCOC(=O)c1ccc(-c2ccc(/C=N/NC(=O)c3cncc(Br)c3)o2)cc1,5.1%,-2.4%,-2.4,4.4%[57.1 µM],3.7%,4.6%,0.3%,4.6,-18.5%
O=C(CCCn1cc([N+](=O)[O-])cn1)Nc1cccnc1,2.6%,9.8%,-3.9,10.8%,-5.3%,-0.9%,0.0%,0.0,-18.7%
NC(=O)C1CCN(C(=O)c2cc3c(s2)CCCCC3)CC1,6.1%,1.2%,-2.7,0.8%,-0.9%,1.7%,-0.4%,0.0,-20.1%
CCC(=O)NS(=O)(=O)c1ccc(N=NN2CCCCC2)cc1,1.2%,-1.3%,-3.8,-9.5%,-2.6%,5.4%,-2.1%,-1.8,-16.2%
COc1cccc(CC(=O)Nc2cccc3ccccc23)c1,20.1%,7.1%,-6.9,1.8%,-3.0%,6.2%,-0.3%,-1.1,-24.7%
CCOC(=O)CN1C(=O)N[C@@H](CCc2ccccc2)[C@H](C(=O)OC)[C@H]1C,8.7%,2.4%,1.0,8.0%,-5.5%,3.9%,.,-0.3,?
O=C(NCC(c1ccco1)S(=O)(=O)c1ccc(Cl)cc1)c1ccccc1F (stereo not drawn),-4.7%,-2.8%,-2.4,3.8%[57.1 µM],-1.0%,4.1%,1.5%,-1.7,-26.1%
COc1ccc2oc(C(=O)NN3C(C)CCCC3C)c(C)c2c1 (stereo not drawn),3.4%,0.3%,-0.8,0.1%[57.1 µM],-5.9%,-11.0%,0.9%,4.7,-15.5%
CCCN1CCN(CCCNC(=O)c2ccc3c(=O)n(CCc4ccccc4)c(=O)[nH]c3c2)CC1,-8.0%,-0.5%,0.5,5.0%,-1.9%,-14.8%,1.2%,-2.9,-20.8%
COc1ccc(-c2nc3sc(CCNC(=O)C(=O)Nc4ccc(C)cc4C)c(C)n3n2)cc1,-11.9%,0.9%,-7.3,-0.3%[57.1 µM],-1.6%,-8.2%,-1.4%,0.8,-3.9%
CCOc1ccc(CCNC(=O)c2nccnc2C(=O)O)cc1OCC,-3.3%,0.5%,-1.6,3.0%,-4.9%,-0.4%,-0.2%,0.7,-15.6%
COc1ccc(CNC(=O)N[C@H](C(=O)O)C(C)C)cc1OC,-5.5%,-6.5%,-4.9,-2.9%,-6.5%,2.9%,2.0%,-6.4,-5.1%
CCC(=O)Oc1ccc2c(C)cc(=O)oc2c1C(=O)c1ccccc1,5.8%,3.5%,-12.8,9.1%[57.1 µM],-4.3%,13.7%,-0.7%,4.0,-16.4%
